# Assay outcomes (PubChem BioAssay)
# D3 ag = activates the human D3 dopamine receptor; D3R DiscoveRx beta-arrestin cells, luminescence, 90 min; max activation, %; actives 0.58% (n = 410,000); AID 652048; in the data active = max activation above about 30%; note: 0% is about no effect; mostly tested at two doses, the higher about 12 µM
#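 Cells at 1500/well, incubated overnight, then treated with pinned compounds (dopamine as control) for 90 min at 37 degrees C. DiscoveRx reagent added for 30 - 60 minutes at room temperature; luminescence read.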
# aSyn rescue = alpha-synuclein toxicity inhibition in yeast; Yeast expressing alpha-synuclein, growth rescue, BacTiter-Glo, 24 h; Potency, µM (series often up to 46.1 µM), for inactives: top-dose growth rescue (activation), usual class: activators; actives 0.14% (n = 370,000); note: potency is the fitted concentration of half-maximal effect; % of control where 0% means no effect; nearly all actives have a fitted effect of over 65% in size
#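 Rescue of yeast growth: cells expressing toxic alpha-synuclein, induced in galactose at OD600 0.02, incubated with compound 24 h at 30 C. ATP luminescence quantified growth; inhibitors of toxicity appear as activators.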
# DRD3 antagonist = D3 dopamine receptor (human) antagonism; D3R cells, DiscoveRx beta-arrestin luminescence, antagonist mode; hits give low values; max response, negative = inhibition, %; AID 652054; actives 2.5% (n = 360,000); in the data active = max response below about -50%; inconclusive = no clear call, values can overlap the other calls; note: % is set by controls: 0 for no effect and ±100 for the full control effect; mostly tested at two doses, the higher about 12 µM
#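 Cells plated overnight at 1500 cells/well, then exposed to library compounds with dopamine controls for 90 minutes at 37 degrees C. DiscoveRx reagent added for 30–60 minutes at room temperature; luminescence read, quantitative HTS format.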
# Abeta rescue = compounds reversing amyloid beta toxicity in yeast | Potency, µM (doses to about 46.1 µM), for the others: top-dose growth rescue, most hits filed as activators | yeast expressing A-beta42, growth rescue, OD600, 48 h; response scale: 0% DMSO, 100% iron-clioquinol control | actives 0.063% (n = 410,000); note: potency is the fitted concentration of half-maximal effect; nearly all actives have a fitted effect of over 55% in size
#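 Yeast A-beta toxicity model in growth medium with pinned compounds, 48 h at 30 C; growth read as absorbance at 600 nm. Normalized to FeCl3/clioquinol equimolar mix (positive) and DMSO (negative).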
# FUS yeast rescue = FUS proteinopathy suppression in yeast; S. cerevisiae FUS-expressing, growth rescue, OD600, 24 h; AID 1347120; actives 0.24% (n = 390,000); Potency, µM (doses to about 76.6 µM), for the others: top-dose growth rescue (activation), actives largely listed as activators;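 note: potency is the fitted concentration of half-maximal effect; plate controls were DMSO vehicle for no effect and reference control for full effect; nearly all actives have a fitted effect of over 55% in size; some results filed as inactive show a strong effect at the top dose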
#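 Absorbance at 600 nm, taken 24hr after compound addition, measured rescue of FUS-yeast growth at 30C. Induction used 2% galactose with seeding at OD 0.005. Controls: CP55940 from 92uM final, DMSO only.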
# TDP-43 yeast inh = TDP-43 toxicity inhibition in yeast; TDP-43 expressing yeast growth rescue, BacTiter-Glo, 24 h; Potency, µM (highest dose often 46.1 µM), inactives show at the top dose growth rescue (activation), usual class: activators; actives 1.8% (n = 410,000); note: potency is the fitted concentration of half-maximal effect; % of control where 0% means no effect; nearly all actives have a fitted effect of over 50% in size
#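 Cell-based yeast growth screen: TDP-43 expression induced in galactose, inoculum OD600=0.02 after raffinose pregrowth to mid-log. Read-out BacTiter-Glo luminescence at 24 hr, 30 deg C; inhibition of toxicity seen as signal increase.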
# EPAC2 antag = blocks human EPAC2 exchange factor; AID 720708; actives 0.18% (n = 360,000); Q8WZA2; Potency, µM (highest dose often 114 µM), for the others: at the top dose activity, negative = inhibition, usual class: inhibitors; EPAC2 GEF exchange of Rap1B-BODIPY-GDP, fluorescence; note: potency is the fitted concentration of half-maximal effect; % is set by controls: 0 for no effect and ±100 for the full control effect; nearly all actives have a fitted effect of over 45% in size; many of its hits are not listed in these tables
# Target sequence (Q8WZA2 whole entry, looked up): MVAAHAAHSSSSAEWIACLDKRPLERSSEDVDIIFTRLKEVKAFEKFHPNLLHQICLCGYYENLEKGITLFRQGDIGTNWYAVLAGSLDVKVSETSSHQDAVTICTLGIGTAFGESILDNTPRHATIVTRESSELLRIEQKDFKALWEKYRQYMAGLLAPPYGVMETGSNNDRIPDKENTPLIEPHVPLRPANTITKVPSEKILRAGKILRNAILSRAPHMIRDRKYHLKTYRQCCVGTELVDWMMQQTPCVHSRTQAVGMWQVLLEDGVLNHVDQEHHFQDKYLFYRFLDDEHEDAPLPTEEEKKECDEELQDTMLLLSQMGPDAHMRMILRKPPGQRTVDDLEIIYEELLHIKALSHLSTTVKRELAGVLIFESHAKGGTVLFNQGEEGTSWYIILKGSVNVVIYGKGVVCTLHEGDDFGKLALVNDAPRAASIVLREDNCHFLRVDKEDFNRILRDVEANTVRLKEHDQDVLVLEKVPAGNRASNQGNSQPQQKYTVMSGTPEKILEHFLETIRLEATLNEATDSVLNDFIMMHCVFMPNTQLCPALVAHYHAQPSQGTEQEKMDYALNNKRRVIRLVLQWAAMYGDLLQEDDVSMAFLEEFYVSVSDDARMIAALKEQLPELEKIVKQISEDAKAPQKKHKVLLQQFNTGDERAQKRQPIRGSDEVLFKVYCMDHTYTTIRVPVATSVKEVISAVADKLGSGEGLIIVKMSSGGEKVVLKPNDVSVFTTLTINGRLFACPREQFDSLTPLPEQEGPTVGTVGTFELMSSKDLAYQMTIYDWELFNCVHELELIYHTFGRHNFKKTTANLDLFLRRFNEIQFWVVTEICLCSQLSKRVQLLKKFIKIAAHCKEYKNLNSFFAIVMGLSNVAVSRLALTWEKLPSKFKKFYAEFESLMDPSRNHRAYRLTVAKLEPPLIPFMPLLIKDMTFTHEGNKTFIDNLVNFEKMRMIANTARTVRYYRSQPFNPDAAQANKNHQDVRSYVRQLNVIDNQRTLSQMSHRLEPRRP
# EPAC2 agonist = activates human EPAC2 exchange factor | Q8WZA2 | EPAC2 activation, biochemical qHTS; response scale: 100% = 6.5 mM cAMP response | Potency, µM (titrated, usually from 154 µM), for inactives: at the top dose activation, actives largely listed as activators | actives 0.079% (n = 360,000) | AID 720711; note: potency is the fitted concentration of half-maximal effect; nearly all actives have a fitted effect of over 50% in size
#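 EPAC2 (100 nM) mixed with Rap1B loaded with BODIPY-GDP (250 nM) plus 50 uM unlabeled GDP; compounds pinned in, 5 min RT, then read every 5 min for 30 min (ex 480, em 540 nm). Normalized to cAMP control.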
# Active calls of the source: *; ? = inconclusive; / = no result given; & = joins results of further samples; [ ] = dose if it differs, or a comment. Unless noted, calls come from the whole dose curve; as a rule, active = well fitted curve in the direction sought with a large enough effect; inconclusive = small, poorly fitted or top-dose-only effect, or another doubt; inactive = no such curve, though single readings can be large; an effect the other way counts as inactive or inconclusive. Only part of the results is shown; count on the stated rates, not on these rows.
SMILES,D3 ag,aSyn rescue,DRD3 antagonist,Abeta rescue,FUS yeast rescue,TDP-43 yeast inh,EPAC2 antag,EPAC2 agonist
CCOc1ccc(N=Nc2c(N)[nH][nH]c2=O)cc1,1,-7%,-3,25%,-6%,-2%,-5%,-10%
COc1cc(/C=C(\C#N)C(=O)Nc2cccc(C(=O)O)c2)ccc1OCc1ccc(F)cc1,9,2%,4,-3%,-5%,-9%,19%,-3%
CC(=O)O[C@@H]1[C@@H](O)[C@@H](O)[C@H](Oc2c(-c3ccc(O)cc3)oc3c(CC=C(C)C)c(O)cc(O)c3c2=O)O[C@H]1C,14,2%,43,16%,?,0%,-5%,9%
CCC(C)NC(=O)CSc1ccc(NC(C)=O)cc1 (stereo not given),-1,-8%,7,3%,3%,-2%,0%,-6%
CCOc1ccc(CCNc2ncnc3onc(-c4ccc(F)cc4)c23)cc1OCC,5,/,/,5%,37%,24%,/,/
COc1ccc(NC(=O)c2cc(=O)c3cc(C)cc(C)c3o2)cc1,7,/,/,-10%,-5%,17%,/,/
CCn1c(N)[n+](CC(=O)Nc2ccc(SC(F)F)cc2)c2ccccc21,-3,0%,5,3%,23%,-11%,-5%,11%
O=C(Nc1ccc2nc(SCC(=O)N3CCOCC3)sc2c1)c1ccc(Cl)cc1,4,/,/,-7%,16%,13%,/,/
CCCn1nc(C(=O)Nc2ccc3nc(N4CCOCC4)sc3c2)ccc1=O,13,-1%,19,-4%,33%,7%,-11%,-4%
O=C(COC(=O)c1cccnc1Cl)Nc1ccc2c(c1)OCO2,-3,-7%,-11,-5%,23%,7%,8%,0%
CCCc1cnc2c(c1SCC(=O)Nc1ccccc1OCC)c(=O)n(C)c(=O)n2C,-7,/,/,-11%,11%,3%,/,/
CCOC(=O)C1CCN(C(=O)CSc2n[nH]c(-c3ccc(OC)cc3)n2)CC1,10,/,/,-9%,5%,6%,/,/
Cc1cc(C)nc(SCc2cn3c(C)cc(C)nc3n2)n1,11,-1%,-12,-16%,-3%,-4%,9%,20%
COc1ccc(CCNC(=O)c2cc3c(=O)n4cccc(C)c4nc3s2)cc1OC,2,8%,11,-3%,-15%,-7%,4%,3%
Cc1ccc(-n2c(=O)c3ccc(C(=O)NCc4ccco4)cc3n(Cc3ccccc3C#N)c2=O)cc1,-25&-23,-8%&-1%,0,-17%&-2%,-7%,5%&-20%,-3%,1%
CCOC(=O)C1CCCN(C2=NC(=O)/C(=C/c3ccc(OC)cc3)S2)C1 (stereo not given),0,0%,-11,4%,-4%,?,-13%,-6%
Nc1ccc(Cl)cc1/C(=N/O)c1ccccc1,-4,5%,-5,6%,4%,20%,-1%,4%
COc1ccc(NC(C)=O)cc1NC(=O)CN1CCN(c2ccccn2)CC1,-5,-2%,0,0%,/,0%,3%,26%
COCCN(CCOC)C(=O)COC(=O)c1cc([N+](=O)[O-])ccc1Cl,4,3%,16,-5%,1%,1%,-14%,-8%
Cc1cc(C(F)(F)F)n(-c2ccc(N)cc2)n1,2,2%,3,13%,-1%,2%,-1%,0%
Cc1cc(C)nc(N2N=C(CSc3ccc(Cl)cc3)CC2=O)n1,-3,2%,-2,-8%,15%,?,-13%,-9%
COc1ccccc1-c1nnc(SCC(=O)Nc2cc(C)on2)o1,7,7%,-12,10%,16%,4%,9%,3%
Cc1ccc(C)c(SCC(=O)OC/C(O)=C(\C#N)c2nc3ccccc3[nH]2)c1,-1,2%,-5,1%,-1%,-3%,-1%,1%
COc1cccc(C(N)c2nc(-c3csc4ccccc34)cs2)c1 (stereo not given),-12,4%,-19,4%,25%,12%,-2%,12%
Cc1ccc(C)c(SCC(=O)Nc2cc(S(=O)(=O)N3CCOCC3)ccc2C)c1,6,-2%,10,19%,22%,4%,-12%,-1%

# Structural class, those above with fluorine.
SMILES,D3 ag,aSyn rescue,DRD3 antagonist,Abeta rescue,FUS yeast rescue,TDP-43 yeast inh,EPAC2 antag,EPAC2 agonist
COc1cc(/C=C(\C#N)C(=O)Nc2cccc(C(=O)O)c2)ccc1OCc1ccc(F)cc1,9,2%,4,-3%,-5%,-9%,19%,-3%
CCOc1ccc(CCNc2ncnc3onc(-c4ccc(F)cc4)c23)cc1OCC,5,/,/,5%,37%,24%,/,/
CCn1c(N)[n+](CC(=O)Nc2ccc(SC(F)F)cc2)c2ccccc21,-3,0%,5,3%,23%,-11%,-5%,11%
Cc1cc(C(F)(F)F)n(-c2ccc(N)cc2)n1,2,2%,3,13%,-1%,2%,-1%,0%

# Following part
SMILES,D3 ag,aSyn rescue,DRD3 antagonist,Abeta rescue,FUS yeast rescue,TDP-43 yeast inh,EPAC2 antag,EPAC2 agonist
Cc1cccc(Nc2nc(NCC3CCCO3)nc(N)c2[N+](=O)[O-])c1 (stereo not given),9,9%,0,8%,/,21%,6%,-8%
Cc1ccc(S(=O)(=O)NN=Cc2ccccc2Cl)cc1,-3,6%,?,0%,1%,0%,-5%,3%
Cc1ccc(CC2C(=O)N(c3ccccc3)C(=O)C2C)cc1 (stereo not given),0,7%,0,3%,1%,-11%,10%,2%
COCCNC(=S)N1CCN(c2nc(-c3cccc(OC)c3)cs2)CC1,1,-8%,8,14%,24%,-9%[1.82 µM],-8%,0%
Cc1ccc(C(=O)CSc2nnc(Cn3nnc4ccccc43)n2C)cc1,-2,-1%,-8,0%,3%,-16%,-11%,9%
Cc1ccc(CS(=O)(=O)CCC(=O)NCCN2CCCCC2C)cc1 (stereo not given),1,0%,3,10%,-14%,-4%,-2%,0%
Cc1ccc(S(=O)(=O)N[C@@H](Cc2ccccc2)C(=O)N2CCC(C(=O)N[C@@H](CC(C)C)C(=O)O)CC2)cc1,0,0%,0,0%,36%,-18%,-2%,2%
CCOc1ccc(-c2noc(CCC(=O)NC3CCCC3)n2)cc1OC,-6,-6%,3,-9%,5%,-6%,-6%,1%
O=C(CCN1C(=O)c2ccccc2C1=O)NCc1ccco1,0,-3%,14,-5%,28%,-22%,12%,2%
O=C(NCCOc1cccc2cccnc12)c1cccs1,8,2%,12,3%,5%,8%,-11%,-1%
COc1cccc(NC(=O)CCCCCN2C(=O)[C@@H]3Cc4ccccc4CN3C2=O)c1,1,9%,-1,6%,8%,22%,3%,13%
COc1ccc2ccc3cccc[n+]3c2c1,6,1%,24,-6%,-13%,0%,-4%,8%
COc1ccc(OC)c(CCNC(=O)Cn2nc(C)n3c(cc4sccc43)c2=O)c1,-2,/,/,-20%,-31%,23%,/,/
COc1ccccc1CNC(=O)C(=O)NCC1OCCN1C(=O)c1cccs1 (stereo not given),0,-1%,0,1%,8%,21%,-1%,5%
CC(C)(C)C(=O)C1=C(O)C(=O)N(Cc2ccccc2)C1c1ccccc1Cl (stereo not given),8,12%,-1,-37%[inhibitor],10%,13µM*,0%,-2%
CC1Cc2ccccc2N1S(=O)(=O)c1cccc(C(=O)OCC(=O)N2CCOCC2)c1 (stereo not given),0,11%,2,-1%,19%,-5%,-7%,4%
COc1ccc2c(ccc[n+]2CC(=O)c2ccc(C)cc2)c1,-2,7%,-3,5%,2%,5%,-3%,5%
CCC(C)C(NC(=O)c1ccc(Cl)cc1)C(=O)Nc1cccnc1 (stereo not given),-17,7%,-18,-5%,9%,-11%[1.82 µM],-12%,-4%
O=C(NC(Cc1ccc(F)cc1)C(=O)O)c1ccccc1 (stereo not given),-11,-1%,13,-1%,18%,5%,4%,-7%
CC1CCN(c2ccc(NC(=O)c3ccc([N+](=O)[O-])o3)cc2)CC1,-25,-9%,?,-2%,1%,?,3%,-4%
COc1ccc(CC(=O)Oc2ccc(C)cc2Br)cc1OC,3,1%,7,13%,24%,?,?,17%
CCn1ccnc1CNC(=O)CC1C(=O)NCCN1CCCc1ccccc1 (stereo not given),6,-2%,9,-10%,7%,-18%,5%,-7%
Cc1ccc(-c2cc(C(=O)Nc3c(C(=O)c4ccccc4)oc4ccccc34)no2)cc1F,18,/,/,-3%,-15%,24%,/,/
COc1ccc(/C(C)=N/Nc2nc3ccccc3nc2C)cc1OC,14,-12%,-11,0%,4%,3%,8%,0%
CCOC(=O)c1ccc(NC(=O)c2cccc(C)c2[N+](=O)[O-])cc1,-2,-6%,1,4%,3%,15%,2%,14%
# Carrying on.
SMILES,D3 ag,aSyn rescue,DRD3 antagonist,Abeta rescue,FUS yeast rescue,TDP-43 yeast inh,EPAC2 antag,EPAC2 agonist
CCOC(=O)c1cc(-c2ccccc2)n(CCC(=O)NCCc2ccc(C)cc2)c1C,-13,/,/,-17%,15%,-3%,/,/
Clc1ccc(CNc2ccc(N3CCN(Cc4ccccc4)CC3)cc2)cc1,-7,9%,?,-10%,15%,-3%,-6%,12%
CCOC(=O)c1c(NC(=O)c2cccc([N+](=O)[O-])c2C(=O)O)sc2c1CCCC2,-11,-5%,5,-2%,11%,-16%,1%,2%
CC(=O)c1c(C)nc2ccc(Cl)cn12,2,-2%,0,-5%,17%,-14%,-8%,7%
COc1ccc(S(=O)(=O)Nc2ccc3c(c2)CC(=O)N([C@H](C)CO)C[C@H](C)[C@H](CN(C)C(=O)Nc2ccc4c(c2)OCO4)O3)cc1,6,-1%,-5,-3%,?,?,-7%,-3%
O=C1NCCN1CCNc1nc(NCC2CC2)nc2cc(-c3ccccc3)sc12,-10,2%,?,-16%,-1%,?,-9%,7%
COc1ccccc1C(=O)NCC(=O)N1CCN(S(=O)(=O)c2ccccc2C(F)(F)F)CC1,1,0%,14,23%,-2%,14%,-1%,-2%
CC(=O)c1c(C)c[nH]c1C,0,1%,8,1%,-21%,6%,4%,2%
O=S1(=O)CCN(C2CCCCCCC2)CC1,6,3%,12,6%,-18%,0%,-4%,8%
COc1ccc(CCn2c(C)cc(C(=O)CSc3nnc(N)s3)c2C)cc1,3,10%,4,2%,30%,8%,-10%,-1%
Cc1ccccc1CCNC(=O)Cn1ccc2cc(S(=O)(=O)N3CCCC3)ccc21,-5,3%,1,16%,-3%,10%,-5%,-1%
CN1CCN(C(=O)c2ccc(CS(=O)Cc3ccc(Cl)cc3)o2)CC1 (stereo not given),-5,-2%,-9,-10%,27%,-6%,-1%,-4%
Oc1c(C(Nc2ccccn2)c2ccccn2)ccc2cccnc12 (stereo not given),-3,25%,19,4%,10%,-2%,10%,1%
Cc1cccc(NC(=O)c2ccc(C(=O)c3ccccc3)o2)c1,-10,-8%,-7,-6%,12%,-4%,-1%,18%
